Assay outcomes as filed in PubChem.
WT yeast gro inh: growth inhibition of WT yeast, mitochondrial fusion screen | AID 1362 | 2.1% of 190,000 active | mitochondrial fusion phenotypic screen, WT strain | inhibition, % at 10 µM; in the data active = inhibition above about 58%; tested in S. cerevisiae
CSM14.1 death rescue: rescue of cells from ER stress-induced death, primary screen, 384-well, CSM14.1, thapsigargin, ATP luminescence (AID 1222). CSM14.1 thapsigargin-induced death rescue, ATP luminescence; higher % means a stronger effect. cellular ATP content (survival), % at 20 µM; hits with a dose series show EC50 in µM. 190,000 tested, under 10 active;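 active = EC50 below 50 µM in the dose-response confirmation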;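 also: death triggered by thapsigargin at about 15 µM added after 2 h compound pretreatment; cell ATP read after overnight thapsigargin exposure of roughly 18 to 22 hours; normalized against plate controls of thapsigargin alone and 5% DMSO vehicle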
Dynein cargo inh: blocks dynein driven cargo transport along microtubules; 3617.4 mouse cells, GR-EGFP nuclear translocation imaging; test concentration mostly 20 µM; stimulated with dexamethasone, 1 µM; hits give low values; z-score, hits read low; 0.47% of 220,000 active; AID 1381;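 active = plate z-score of nuclear minus cytoplasmic receptor signal below a set negative limit, without overly bright fluorescence or cell loss, cut at about -3.5 in these data, passing the limit was not always enough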;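 also: z-score of nuclear minus cytoplasmic ring GR-EGFP intensity difference per well; some compounds called inactive have numbers as strong as hits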
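medium = tetracycline-free induction medium containing charcoal-stripped FBS | also added = 1.0 µM final dexamethasone stimulus | schedule = 48 h induction, 1 h compound, 30 min dex at 37 °C | technique = fixed, Hoechst-stained cells imaged at 10x for EGFP | measure = GR-EGFP nuclear translocation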
Ins promoter up: MIN6 insulin promoter up-regulation; MIN6 insulin promoter-GFP reporter, high-content imaging; hits give high values; z-score at 5 µM; 0.3% of 190,000 active;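 active = z-score above 3 at 5 µM with at least 500 cells counted in the well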
Autophagy mod: autophagy modulation, high-content screen. 0.98% of 190,000 active. calls only at 10 µM (by protocol). MEF GFP-LC3 puncta imaging; test concentration mostly 10 µM;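 active = percentage of spot-positive cells more than 3 SD above its plate mean, without a fluorescence outlier flag or 80% toxicity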;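 also: spot-positive cell cutoff set from DMSO-treated cells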
MT stabilize HCS: microtubule stabilizers in HeLa cells | % tubulin-high responders, % at 10 µM | HeLa tubulin immunostaining HCS, 24 h; share of cells brighter than vehicle mean+2SD | AID 2205 | 0.83% of 200,000 active;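 active = plate Z-score above 3 for both tubulin-high and condensed-nucleus cell shares, with cell loss under 80%, at 10 µM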;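 also: anti alpha tubulin signal scored within the nucleus-defined area of each cell; some results filed as inactive read as strong as hits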
bCat nuc transl: alters nuclear translocation of beta-catenin in HeLa cells; immunofluorescence imaging; nuclear translocation activity, % at 5 µM; 0.3% of 190,000 active; AID 1665;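 active = nuclear translocation activity above 50% at 5 µM, with a well cell count of 50 or more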;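 also: per-cell ratio of nuclear to cytoplasmic median beta-catenin stain intensity; plate controls were DMSO negative control for no effect and GSK-3 inhibitor IX positive control for full effect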
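Test system: human HeLa cells, native beta-catenin. Compound dosing: 5 µM primary single dose, 0.1% DMSO, 0.02–20 µM confirmation series. Incubation: compound exposure 24 h at 37°C. Detection: beta-catenin immunostaining with DAPI counterstain, 20x imaging, 6 fields/well. Read-out basis: Nuclear/cytoplasmic beta-catenin signal ratio, % activation.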
Hep lipid drop: hepatic lipid droplet formation modulation; AID 1656; 0.4% of 240,000 active; inhibition, % at 6.5 µM; AML12 mouse hepatocytes, oleate lipid droplets, BODIPY imaging;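 active = lipid droplet intensity inhibited by at least 50%, with more than 500 cells counted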
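Material – mouse AML12 hepatocyte cell line, fixed after treatment · Compound dosing – one dose, 6.5 µM compound · Times – compound with oleate, overnight · Measured by – Image-based BODIPY and DAPI two-channel analysis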
XIAP antagonists: XIAP antagonists, biochemical, IAP family, fluorescence polarization (AID 1018); 0.007% of 200,000 active; XIAP BIR domain, fluorescence polarization peptide displacement; higher % means a stronger effect; displacement, % at 20 µM, or IC50 in µM where a hit was titrated; in the data active = displacement above about 50%; also: a part of the inactive calls stands beside numbers as strong as those of hits
WT yeast gro inh mutant strain: also measured in WT yeast gro inh; calls as there; inhibition, %; mitochondrial fusion phenotypic screen, mutant strain inhibition
Dynein cargo inh cytoplasmic EGFP: further read-out of Dynein cargo inh, marked with its call; z-score; measured here: cytoplasmic GR-EGFP intensity; hits give high values
Dynein cargo inh nuclear GR-EGFP: second read-out of Dynein cargo inh, no call of its own (marks repeat the call); z-score; measured here: nuclear GR-EGFP intensity;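 lower value marks the stronger effect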
Dynein cargo inh cell count: further read-out of Dynein cargo inh, marked with its call; z-score; measured here: cell count per field
Ins promoter up cell count: recorded beside Ins promoter up, whose call it bears; cell count; measured here: cytotoxicity, nuclei count;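 total cells summed across four imaged fields per well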
Hep lipid drop cells 6.5 µM: also measured in Hep lipid drop; calls as there; cell count; measured here: cell count, cytotoxicity flag;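 cells counted across two imaged fields per well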
bCat nuc transl cell count 5 µM: further read-out of bCat nuc transl, marked with its call; cell count; measured here: cell count, cytotoxicity flag
MT stabilize HCS Hoechst-high %: also measured in MT stabilize HCS; calls as there; % Hoechst-high responders; measured here: nuclear condensation Hoechst responders;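 share of cells brighter than vehicle mean plus two SD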
MT stabilize HCS cytotoxicity %: second read-out of MT stabilize HCS, no call of its own (marks repeat the call); toxicity, %; measured here: cytotoxicity by cell density;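 0% = mean cell density of plate MIN control wells and 100% = no cells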
Autophagy mod cell loss 18 h: further read-out of Autophagy mod, marked with its call; toxicity, %; measured here: cell loss, nuclei count;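 cell loss after 18 h compound exposure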
Active calls of the source: *; i = inactive; · = not tested or not shown; + = active, no number. The order is random; overall some 4% were active at least once.

entry	SMILES	WT yeast gro inh	WT yeast gro inh mutant strain	CSM14.1 death rescue	Dynein cargo inh	Dynein cargo inh cytoplasmic EGFP	Dynein cargo inh nuclear GR-EGFP	Dynein cargo inh cell count	Ins promoter up	Ins promoter up cell count	Autophagy mod	Autophagy mod cell loss 18 h	MT stabilize HCS	MT stabilize HCS Hoechst-high %	MT stabilize HCS cytotoxicity %	bCat nuc transl	bCat nuc transl cell count 5 µM	Hep lipid drop	Hep lipid drop cells 6.5 µM	XIAP antagonists
1	COc1cc(CNc2ccc(N3CCOCC3)c(C(=O)O)c2)ccc1OCC(N)=O	-2	2	-2.0%	-0.59	-0.22	-0.11	0.29	-0.05	1314	i	19	3.6	2.9	6.0	·	·	-3	677	-3.2%
2	Cc1ccc(CC(=O)OCC(=O)NC2CCCC(C)C2C)cc1C (stereo not drawn)	16	-2	-0.7%	-0.79	-0.25	-0.66	0.47	-0.06	1660	i	-10	2.3	1.4	4.5	-0.1	1320	·	·	2.4%
3	COc1ccc(OC)c(C(=O)COC(=O)C2CC3CCCC(C2)C3=O)c1 (stereo not drawn)	1	1	-2.0%	-0.26	0.031	0.17	0.23	0.36	1106	i	-7	1.1	1.0	7.7	1.0	1186	-8	712	-1.8%
4	O=C(c1cccnc1)N(Cc1ccccc1)c1ccccc1	15	21	-2.0%	0.53	-0.2	0.1	0.93	0.02	1267	i	-2	3.5	2.3	7.9	-0.2	1177	0	778	0.7%
5	O=S(=O)(c1ccc(N2CCOCC2)nc1)N(Cc1ccccn1)Cc1ccccn1	·	·	·	-0.52	-0.27	-0.3	1.3	-0.09	1514	·	·	·	·	·	-1.2	1071	9	697	·
6	O=C(Nc1nc(-c2ccccn2)cs1)c1ccc(Br)s1	60*	15*	-1.7%	-0.61	-0.23	-0.11	1	-0.47	910	+	36*	3.7	2.3	20	3.3	1126	-4	718	-7.4%
7	CC1=C(C(=O)OCc2ccccc2)C(c2cccnc2)n2ncnc2N1 (stereo not drawn)	-11	-5	-0.2%	-1.2	-0.37	-0.91	1.4	-0.04	1555	i	21	4.2	2.2	8.8	-2.0	1030	·	·	-6.8%
8	Nc1c(-c2ccc(Cl)cc2)cnn1C1CCS(=O)(=O)C1 (stereo not drawn)	-8	-6	4.8%	-1.2	-0.24	-0.49	0.34	1.1	834	i	-3	2.2	1.1	13	4.1	916	9	767	-4.7%
9	O=C(OCc1nnc(-c2ccc(Cl)cc2)o1)c1ccncc1	3	-5	1.9%	-0.68	-0.24	-0.52	0.043	·	·	i	9	3.5	1.4	2.7	·	·	·	·	-4.6%
10	COc1ccccc1-n1c(C)nc(=O)c(-c2ccccc2)c1C	5	11	-1.7%	-1.6	-0.26	-0.69	0.12	0.17	1173	i	0	1.7	2.2	6.2	0.5	1154	-1	799	-2.5%
11	O=C1C=CC(=O)N1CCCCCCN1C(=O)C=CC1=O	92*	82*	-5.1%	-4*	1.1*	-2.5*	-1.6*	-0.78	943	i	2	4.6	2.4	5.6	-1.3	1110	1	542	-0.6%
12	CN1Cc2c(N3CCOCC3)nc3sc(C(=O)c4ccccc4)c(N)c3c2CC1(C)C	·	·	·	0.24	-0.065	0.29	-0.033	-0.47	1020	·	·	·	·	·	0.5	1340	2	740	·
13	CCOC(=O)N1CCC(n2c(=S)[nH]c3cc(OC)c(OC)cc3c2=O)CC1	9	10	0.9%	0.35	0.15	1	-0.95	-0.39	1865	i	-11	3.0	2.7	6.3	0.5	1026	-7	680	-3.8%
14	COc1ccc(OC)c(S(=O)(=O)N2CCNCC2)c1	·	·	·	-0.17	-0.77	0.095	0.83	0.18	1063	·	·	·	·	·	1.1	1291	-7	689	·
15	CC1(C)C2CCC1(C)C(OC(=O)CSc1nc(N)cc(=O)[nH]1)C2 (stereo not drawn)	-8	1	-1.6%	0.15	-0.13	0.068	-0.56	-0.86	1305	i	-2	1.6	1.8	19	-5.2	1247	1	751	-9.1%
16	CCOC(=O)c1ccc(NC(=O)c2ccc(CO)c(C(=O)NC3CCN(C(=O)OCC)CC3)c2)cc1	-3	10	0.5%	0.049	-0.33	-0.11	0.67	-0.96	752	i	3	2.1	1.6	6.4	·	·	19	751	-2.9%
17	CCc1ccc(OC(=O)c2ccn(CC)n2)cc1	·	·	-3.3%	0.18	-0.17	0.26	-0.39	1.2	1336	i	-4	2.8	3.1	7.3	-3.3	960	·	·	-5.3%
18	Nc1nc(SCC(=O)NN(c2ccccc2)c2ccccc2)n[nH]1	18	2	-0.6%	1.3	-0.22	1	-1.3	-0.47	1318	i	2	1.9	2.0	1.4	·	·	16	671	-3.2%
19	COc1cc([N+](=O)[O-])ccc1NC(=O)Cc1ccc(F)cc1	7	-3	6.4%	-0.16	-0.29	-0.47	0.54	0.02	1271	i	3	2.3	2.0	1.8	-1.1	1032	8	661	-6.5%
20	Cc1ccc(Sc2cnn(-c3ccccc3)c(=O)c2Cl)cc1	76*	41*	-2.0%	-1.7	-0.094	-0.28	-0.45	-1.1	1168	i	-23	2.4	1.0	9.1	1.1	1318	·	·	-9.3%
21	Cc1nn(C)c(C)c1/C=C/C(=O)c1ccccc1	6	10	0.2%	-1.2	-0.071	-0.85	0.45	-0.35	895	i	-45	3.4	2.4	0.6	-3.3	1211	15	814	-0.3%
22	Cc1cccc(CN2CCc3c(OCC(=O)NCc4ccco4)cccc3C2=O)c1	38	-3	-0.3%	1.6	0.37	0.73	-1.6	0.26	1219	i	26	3.4	2.1	3.7	4.7	1070	3	643	-1.6%
23	Cc1cc(Oc2ccc3ccccc3c2)nc(SCC(=O)c2ccccc2)n1	1	-1	-2.0%	-0.27	-0.25	-0.075	0.23	-1	1445	i	-2	1.5	1.9	7.5	-0.4	1106	-24	523	0.4%
24	COc1cc(SC)ccc1C(=O)OC1CCOC1=O (stereo not drawn)	-8	-3	1.1%	-0.27	-0.21	-0.29	0.29	-1	1540	i	-4	1.7	2.1	8.0	-6.3	907	·	·	2.5%
25	CCOC(=O)C1CCN(C(=O)CN(c2ccc(OC)c(OC)c2)S(=O)(=O)c2ccccc2)CC1	11	4	4.0%	1.9	-0.1	1.9	-2	-1.2	1339	i	19	3.1	1.8	4.6	-2.4	1264	-17	728	-9.1%
26	N#C/C(=C(/O)CN1CCN(c2ccccc2F)CC1)c1nc(-c2ccccc2)cs1	35	2	-1.2%	-0.24	-0.15	0.66	0.1	-0.16	1582	i	-21	3.2	1.8	7.3	1.5	1325	·	·	0.6%
27	CC1CN(c2ncnc3c2oc2ccccc23)CC(C)O1 (stereo not drawn)	-6	9	-0.5%	-0.49	0.044	-0.15	0.24	-0.23	1051	i	-10	2.7	1.3	4.3	-1.0	1146	·	·	-3.8%
28	S=C(Nc1cccc2ccccc12)NN1CCOCC1	4	2	-1.9%	-0.88	-0.22	-0.46	0.69	1.6	1560	i	1	1.6	2.0	8.9	0.2	1379	·	·	-3.2%
29	CCCCSCCCNC(=S)Nc1ccccc1C	73*	68*	-2.3%	1.7	-0.26	0.68	-0.66	·	·	i	10	1.4	1.6	2.3	-1.0	1047	-35	737	-4.1%
30	Cc1ccc(-c2csc(NC(=O)C3=NN(c4ccccc4)C(=O)CC3)n2)cc1	22	22	-2.0%	-0.56	-0.31	-0.54	0.59	-1.1	943	i	-3	2.1	2.3	5.4	0.5	930	-38	624	-1.3%
31	C=CCn1c(SCC(=O)Nc2ncc(Cc3ccc(Br)cc3)s2)nnc1-c1ccncc1	2	4	1.2%	-2.1	-0.0034	-0.17	1.3	0.95	1552	i	11	5.0	2.1	6.6	1.4	1296	·	·	-3.0%
32	O=C1C2CC=C(Cl)CC2C(=O)N1CN(Cc1ccco1)CN1C(=O)C2CC=C(Cl)CC2C1=O (stereo not drawn)	-3	0	-1.6%	0.0057	-0.19	0.17	-0.025	·	·	i	10	5.1	3.4	7.8	-1.5	994	·	·	-3.7%
33	Nc1nc(NCC2CCCO2)nc(Nc2cccc(F)c2)c1[N+](=O)[O-] (stereo not drawn)	·	·	·	0.098	-0.21	0.18	0.28	-0.63	1377	·	·	·	·	·	-0.1	1364	-6	719	·
34	CCCCn1c(O)c(C(CC)=Nc2ccc3c(c2)CCC3)c(=O)[nH]c1=O	20	1	0.9%	-0.52	-0.38	-0.13	0.85	-0.39	1163	i	-4	3.3	0.8	3.8	-0.3	975	·	·	-2.6%

Given with two lines to a compound: part of the list above.
Fields: WT yeast gro inh	WT yeast gro inh mutant strain	CSM14.1 death rescue	Dynein cargo inh	Dynein cargo inh cytoplasmic EGFP	Dynein cargo inh nuclear GR-EGFP	Dynein cargo inh cell count	Ins promoter up	Ins promoter up cell count	Autophagy mod	Autophagy mod cell loss 18 h	MT stabilize HCS	MT stabilize HCS Hoechst-high %	MT stabilize HCS cytotoxicity %	bCat nuc transl	bCat nuc transl cell count 5 µM	Hep lipid drop	Hep lipid drop cells 6.5 µM	XIAP antagonists
21: Cc1nn(C)c(C)c1/C=C/C(=O)c1ccccc1
 : 6	10	0.2%	-1.2	-0.071	-0.85	0.45	-0.35	895	i	-45	3.4	2.4	0.6	-3.3	1211	15	814	-0.3%
22: Cc1cccc(CN2CCc3c(OCC(=O)NCc4ccco4)cccc3C2=O)c1
 : 38	-3	-0.3%	1.6	0.37	0.73	-1.6	0.26	1219	i	26	3.4	2.1	3.7	4.7	1070	3	643	-1.6%
